# Glioma ERSR ind: ER stress response induction in glioma. U87-MG GRP78 promoter luciferase reporter, 16 h. Potency, µM, for inactives: at the highest dose activation, actives largely listed as activators. 420,000 tested, 0.02% active. AID 602332; also: potency is read from the fitted curve at half-maximal effect; series mostly up to about 76 µM; % of control where 0% means no effect; nearly all actives have a fitted effect of over 35% in size
#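 Stably transfected U87-MG glioma cells carrying a GRP78-based luciferase sensor; 16 h compound incubation. Luminescence end-point read 10 min after Bright-Glo addition at room temperature.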
# LDHA inh: inhibitors of human lactate dehydrogenase A; P00338; purified LDHA, NADH/diaphorase-resazurin fluorescence; hits give low values; activity change, % (values are at about 110 or 230 µM); 480,000 tested, 0.15% active; AID 1347041; in the data active = activity change below about -30%; inconclusive = mostly about -25% to -30%;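 also: plate controls were DMSO wells for no effect and wells without enzyme for full effect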
#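 Human LDH5 at 2 nM final in Tris HCl pH 7.4 with 0.06 mM NADH and 0.2 mM pyruvate, reacted 5 minutes at room temperature. Remaining NADH coupled via diaphorase/resazurin; resorufin fluorescence read at 0 and 20 minutes, normalized to enzyme-free and DMSO wells.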
# D1 antag: blocks dopamine activation of the human D1 receptor. P21728. HEK293 TREx D1 cells, calcium flux, dopamine EC80; hits give low values. activity change, negative = inhibition, % at 10 µM. 360,000 tested, 3.2% active; in the data active = activity change below about -30%; also: % is scaled to controls: 0 for no effect and ±100 for the full control effect
# Target sequence (P21728 whole entry, looked up): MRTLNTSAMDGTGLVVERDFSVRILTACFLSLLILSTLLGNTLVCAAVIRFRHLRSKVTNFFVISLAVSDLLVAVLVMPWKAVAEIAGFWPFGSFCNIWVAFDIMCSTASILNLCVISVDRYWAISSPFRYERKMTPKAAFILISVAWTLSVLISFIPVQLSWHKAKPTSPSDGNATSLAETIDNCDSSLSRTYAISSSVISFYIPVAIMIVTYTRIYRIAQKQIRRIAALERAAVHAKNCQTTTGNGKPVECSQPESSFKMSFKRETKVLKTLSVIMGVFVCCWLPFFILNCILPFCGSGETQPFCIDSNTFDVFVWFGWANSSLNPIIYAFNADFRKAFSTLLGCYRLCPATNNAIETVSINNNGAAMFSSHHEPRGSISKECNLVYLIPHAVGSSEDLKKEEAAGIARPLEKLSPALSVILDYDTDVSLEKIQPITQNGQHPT
#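 Kinetic fluorescence of a calcium dye serves as the read-out. D1-expressing Hek293 Trex cells, induced overnight at 30 C, are exposed to compound for 180 s before an EC80 dopamine addition, then read 180 s further.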
# D1 PAM: human D1 dopamine receptor positive modulation. HEK293 TREx D1 cells, calcium flux, dopamine EC20 potentiation. potentiation, % at 10 µM. 360,000 tested, 0.036% active; in the data active = potentiation above about 30%; also: 0% is about no effect
# Vif-APOBEC3G blk: blocks the Vif interaction with human APOBEC3G. Q9HC16. HeLa A3G-eYFP + Vif (tagged APOBEC3G with the HIV-1 protein that degrades it), YFP fluorescence, overnight. Potency, µM (highest dose often 46.1 µM), for inactives: at the highest dose activity, negative = active, usual class: inhibitors. 410,000 tested, 0.076% active. AID 602310;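 also: potency is read from the fitted curve at half-maximal effect; % is scaled to controls: 0 for no effect and ±100 for the full control effect; nearly all actives have a fitted effect of over 60% in size; hits raise eYFP signal because A3G escapes Vif-driven loss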
#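 HeLa cells stably expressing Vif and C-terminally eYFP-tagged A3G, seeded overnight at 37 deg C, then exposed to compound by pintool overnight at 37 deg C. Rise in yellow fluorescence (Ex 488/Em 500-530, Acumen) marks blocked Vif-driven A3G degradation.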
# RXFP1 agonist: RXFP1 (human) receptor agonism; Q9HBX9; HEK293T-RXFP1 cAMP TR-FRET, 30 min; response scale: percent of porcine relaxin response, buffer zero; Potency, µM (doses to about 57.5 µM), without a hit: at the highest dose activation, hits mostly activators; 370,000 tested, 0.3% active; also: potency is read from the fitted curve at half-maximal effect; % is scaled to controls: 0 for no effect and ±100 for the full control effect; nearly all actives have a fitted effect of over 60% in size; many of its hits are not listed in these tables
#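 HEK293 cells stably expressing RXFP1, treated 30 min at 37C with compounds plus PDE4 inhibitor Ro 20174; cAMP measured by HTRF TR-FRET. Normalized to buffer and 29 nM porcine relaxin; EC50 by Hill fit.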
# Vif-APOBEC3F blk: inhibitors of Vif-A3F interaction. 390,000 tested, 0.2% active. Potency, µM (highest dose often 46.1 µM), inactives show top-dose activity, negative = active. HeLa A3F-eYFP + Vif (tagged APOBEC3F with the HIV-1 protein that degrades it), YFP fluorescence increase. AID 602313; also: potency is read from the fitted curve at half-maximal effect; % of control where 0% means no effect; nearly all actives have a fitted effect of over 65% in size
#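 HeLa cells stably expressing Vif plus C-terminally eYFP-tagged A3F were seeded, incubated overnight at 37 deg C, dosed with compound, incubated overnight again at 37 deg C. Yellow fluorescence (Ex 488/Em 500-530) reported blocked Vif-mediated A3F-eYFP degradation.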
# D1 agonist: agonists of human D1 dopamine receptor; HEK293 T-REx D1 cells, calcium flux, agonist mode; activation, % at 2 µM; AID 504660; 360,000 tested, 1% active; P21728; in the data active = activation above about 30%; also: 0% is about no effect
#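 Agonism was scored from calcium flux recorded over 180 s (1 read/s) after pintool compound addition, following a 10-cycle baseline. Cells were inducible force-coupled HEK293 TREx D1, plated overnight at 30 C and loaded with no-wash calcium dye.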
# D2 potentiator: D2 dopamine receptor (human) potentiation | P14416 | 340,000 tested, 0.34% active | HEK293 T-REx D2, calcium flux, EC20 dopamine potentiation | potentiation, % at 10 µM;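 active = potentiation over 3 SD above the plate norm, cut at about 30% in these data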; also: 0% is about no effect
# Target sequence (P14416 whole entry, looked up): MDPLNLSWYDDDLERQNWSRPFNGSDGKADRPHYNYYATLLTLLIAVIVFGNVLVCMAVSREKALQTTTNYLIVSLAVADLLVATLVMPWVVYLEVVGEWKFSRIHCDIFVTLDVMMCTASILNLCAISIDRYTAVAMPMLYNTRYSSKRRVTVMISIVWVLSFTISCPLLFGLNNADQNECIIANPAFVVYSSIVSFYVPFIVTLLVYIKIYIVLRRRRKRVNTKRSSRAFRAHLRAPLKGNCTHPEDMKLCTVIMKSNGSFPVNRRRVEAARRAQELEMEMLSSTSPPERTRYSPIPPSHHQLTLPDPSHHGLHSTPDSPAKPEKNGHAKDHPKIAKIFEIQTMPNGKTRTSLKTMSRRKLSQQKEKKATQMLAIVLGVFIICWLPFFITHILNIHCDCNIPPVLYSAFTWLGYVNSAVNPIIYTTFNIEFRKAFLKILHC
#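 Potentiation of an EC20 dopamine calcium response is measured in a force-coupled, tetracycline-inducible Hek293 Trex D2 line. Compound-only kinetic reads over 180 s flag agonists before dopamine addition.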
# * marks the source's active call; other numbers are inactive results; ? = inconclusive; . = not tested or not shown; & = joins results of further samples. Unless noted, calls follow the shape of the dose curve; as a rule, active = well fitted curve in the direction sought with a large enough effect; inconclusive = small, poorly fitted or top-dose-only effect, or another doubt; inactive = no such curve, though single readings can be large; an effect the other way counts as inactive or inconclusive. Only part of the results is shown, so the mix of outcomes need not match the whole.
SMILES,Glioma ERSR ind,LDHA inh,D1 antag,D1 PAM,Vif-APOBEC3G blk,RXFP1 agonist,Vif-APOBEC3F blk,D1 agonist,D2 potentiator
CCc1ccc(CNC(=O)CCC(=O)N2Cc3cccc(OC)c3Oc3ncccc32)cc1,-2%&-1%,-4&0,12&-6,-4&0,-2%&0%,-1.6%&-2.5%,-1%&-13%,3&-1,5&-8
C=CC(n1cncn1)C(O)(c1ccccc1)c1ccccc1 (stereo not drawn),-4%,-8,-4,-5,4%,-0.9%,0%,-1,-16
COc1ccc(Nc2nc(N)nc(CSC(=S)N3CCCCC3C)n2)cc1 (stereo not drawn),1%,-9,4,-10,-21%,0.1%,1%,4,5
O=C(NCc1cccs1)Nc1ccc(Cl)cc1,-3%,-4,-6,-5,0%,-0.8%,3%,6,1
CC1(C)Cc2nc3sc4c(NCCO)ncnc4c3cc2CS1,-2%,-5,4,3,-1%,1.3%,3%,2,1
COC(=O)c1sc2nc(SCc3ccccc3C)n(N)c(=O)c2c1C,-6%,0,10,1,0%,6.4%,-10%,2,-6
Cc1cc(Nc2ccc(C)c(C)c2)n2nc(C)nc2n1,1%,-1,1,-1,-5%,1.7%,1%,1,10
CC(C)Cn1c(N)c(C(=O)COC(=O)c2ccc(F)cc2)c(=O)n(C)c1=O,-2%,-5,-18,-5,0%,3.5%,-14%,9,2
O=C(Nc1ncccc1Cl)c1ccc2c(c1)OCCO2,-1%,-7,-8,9,0%,1.0%,1%,5,-15
Cc1cccc(NC(=O)c2sc(-n3nc(C)c(CCC(C)C)c3C)nc2C)c1,-2%,-7,-9,0,4%,8.5%,6%,4,.
CCOc1ccc(CCNC(=O)COC(=O)c2ccc(S(C)(=O)=O)cc2)cc1OCC,-5%,2,3,-7,0%,2.8%,-13%,1,-2
CCOC(=O)CSc1nc2cc3c(cc2c(=O)n1CCCCCC(=O)NCc1ccc(OC)cc1)OCO3,0%,-6,-3,-3,0%,-0.5%,-2%,2,11
CN(C(=O)CN1C(=O)NC(C)(c2cccc(Br)c2)C1=O)C1CCCCC1 (stereo not drawn),-2%,-1,-57*,-3,-3%,-0.8%,-4%,6,-7
CCOc1ccc(CCNC(=O)Cn2nnc(-c3ccc(OC)c(OC)c3)n2)cc1OCC,-3%,-3,2,-2,2%,0.5%,0%,-1,7
COc1ccc(-n2cc(-c3ccccc3)c3c(NCCOCCO)ncnc32)cc1,-6%,-2,6,-6,0%,-0.1%,-6%,15,4
CNC(=O)c1c(NC(NC(=O)c2ccco2)C(=O)c2ccc(Cl)cc2)sc2c1CCCC2 (stereo not drawn),0%,5,-8,5,-6%,3.5%,1%,5,-5
COc1ccc(NC(=O)NCCN2CCc3ccccc3C2)cc1,-6%,0,7,4,2%,-0.1%,3%,2,-20
CSc1ccc(CN2C(=O)NC3(CCCCCCC3)C2=O)cc1,2%,2,-15,-6,1%,0.1%,-6%,3,12
CCN(CC)c1ccc(C(=O)NN)cc1,1%,-6,9,-2,-5%,0.0%,1%,-1,-2
Cc1cc(OC(C)C(=O)NC(Cc2c[nH]c3ccc(O)cc23)C(=O)O)c2c(C)cc(=O)oc2c1 (stereo not drawn),1%,8,6,-1,-2%,-3.8%,3%,0,4
O=C(Nc1ccn(CCCNCC2CCCO2)c(=O)n1)OCc1ccccc1 (stereo not drawn),-5%,-3,.,.,0%,.,3%,.,.
COc1cc(C(C)=O)ccc1OCC(O)CN1CCN(S(=O)(=O)c2ccccc2)CC1 (stereo not drawn),-6%,-5,-31*,0,-7%,0.3%,1%,0,1
CN(C)C(=O)OCc1c(-c2ccccc2)ncc2ccccc12,-2%,-6,.,-7,-7%,0.2%,-3%,-2,.
Cc1cc(NC(=O)C2CCCN(S(=O)(=O)c3cccc4nonc34)C2)ccc1Br (stereo not drawn),-3%,-9,2,0,-14%,-1.8%,?,2,-6
COc1ccc(-n2nnnc2C2CCN(S(=O)(=O)c3ccc(C(C)(C)C)cc3)CC2)cc1,-1%,-2,5,3,-2%,1.0%,9%,-1,16
CC(=O)c1ccc(NC(=O)CSc2nc(-c3cccc(F)c3)nc3c2c(=O)n(C)c(=O)n3C)cc1,-3%,-9,1,-1,-5%,-1.9%,1%,0,-9
Cc1ccc2[nH]c(=O)c3cc(C(=O)NCCC(C)C)sc3c2c1,2%,-3,7,3,-7%,3.0%,-2%,1,-3
CCC(=O)N(Cc1cc(=O)[nH]c2ccccc12)c1ccc(C)cc1C,-9%,-4&2,1,3,-2%,4.3%,5%,3,-6
O=C(N/N=C/c1cccc(O)c1)c1cc(-c2ccc3c(c2)OCO3)n[nH]1,-1%,-2,8,1,?,-0.3%,0%,4,-4
NNC(=O)c1ccc(Cl)cc1Cl,3%,-6,-1,2,-1%,2.5%,2%,2,-7
O=C(COC(=O)c1ccc(Br)o1)NC1CCCCC1,-1%,-3,.,-4,3%,2.8%,-11%,-1,-4
CC(=O)c1sc(-c2ccc(Cl)cc2)nc1C,5%,-2,.,-4,2%,8.6%,8%,-1,-9
OCCCCNCc1ccc(OCc2ccccc2)cc1,5%,-8,5,-2,-1%,1.7%,6%,16,6
COCCNC(=O)c1cn(C)c(=O)c2cc(OC)c(OC)cc12,-3%,-1,0,-2,-2%,3.0%,-7%,1,2
S=C(c1ccc(-c2cccc(Cl)c2)o1)N1CCOCC1,2%,-3,6,-3,-1%,3.4%,-2%,1,1
CC1Cc2ccccc2N1C(=O)CSc1nc2ccccc2s1 (stereo not drawn),0%,-1,5,-6,1%,-1.0%,-2%,2,1
CC(C)(C)NS(=O)(=O)c1ccc(NC(=O)c2cc(-c3ccccc3)nc3ccccc23)cc1,-4%,0,-11,-4,1%,2.3%,-7%,5,-4
COc1cc(OC)cc(C(=O)NC(C)CNc2ccc(Cl)cc2[N+](=O)[O-])c1 (stereo not drawn),-4%,-13,-2,3,-3%,0.7%,5%,2,7
CCN(C[C@H]1N[C@@](Cc2ccccc2)(C(=O)OC)[C@H]2C(=O)N(C)C(=O)[C@@H]12)S(=O)(=O)c1ccc(C(C)(C)C)cc1,-2%,0,.,.,5%,.,3%,.,.
O=[N+]([O-])c1cccc(S(=O)(=O)c2ccc(NCCOCCO)c([N+](=O)[O-])c2)c1,-1%,-17,1,-3,-3%,7.0%,1%,8,.
Cc1ccc(-c2nc(C)c(CCNS(=O)(=O)c3ccccc3F)s2)cc1,2%,2,4,-4,0%,-0.1%,9%,8,11
Brc1cc(Br)c2ncnc(N3CCCCC3)c2c1,0%,-8,-10,-3,12%,25µM*,13%,1,-2
CC1CCCCC1NC(=O)COC(=O)c1cc(=O)c2ccccc2o1 (stereo not drawn),-5%,-3,-17,-5,-1%,1.7%,-4%,1,1
NC(=O)c1ccsc1NC(=O)COC(=O)Cc1ccsc1,-4%,-5,-39*,-8,0%,1.4%,-2%,10,8
O=C(NCCc1ccccc1)c1ccc2c(c1)N(Cc1ccccc1Cl)C(=O)c1ccccc1S2,-2%,-2,-12,-5,0%,1.4%,0%,8,-1
COc1ccccc1-n1c(SCC(=O)c2ccc(O)cc2O)nc2cc([N+](=O)[O-])ccc21,-3%,0,-4,-1,-5%,0.1%,-11%,1,13
COc1ccc2[nH]c3c(c2c1)CCN1C(=O)C(CC(=O)NCCc2ccccn2)C[C@H](C(=O)N2CCCCC2)[C@@]31CCc1ccccc1 (stereo partly drawn),-3%,1,.,.,-2%,.,1%,.,.
CCOCCCNC(=O)NC12CC3CC(CC(C3)C1)C2,2%,-6,-9,-2,2%,-0.7%,-9%,1,10
Cc1cc(C(=O)OCn2nnc3ccccc3c2=O)c(C)o1,-4%,9,-4,0,-1%,2.2%,1%,8,.
CCN(CC)c1ncnc2c1cnn2Cc1ccc(C)cc1,0%,-4,-7,-4,-1%,10%,3%,10,10
Cc1ccccc1/C=N/NC(=O)c1sccc1C,1%,-7,0,7,-7%,0.1%,-2%,1,-4
O=[n+]1c2c(n([O-])c3cc(Cl)ccc31)CCCC2,-3%,13,16,-3,0%,-0.2%,-2%,1,8
Cc1csc(NC(=O)c2ccc(C)c([N+](=O)[O-])c2)n1,-8%,2,-2,-1,-1%,-0.4%,-7%,9,3
CCOc1ccc(CCNC(=O)CCc2c(C)nc3c(c(C)nn3-c3ccccc3)c2C)cc1OCC,-2%,4,-14,-5,-2%,3.8%,-5%,8,4
COc1ccc(CCNC(=O)c2cc3sccc3n2C)cc1OC,-3%,-2,0,4,-4%,3.2%,3%,0,-3
CC(=O)Nc1cccc(Oc2ncccc2[N+](=O)[O-])c1,-2%,-2,-4,1,2%,1.3%,0%,1,1
Cc1cc(NC(=O)c2ccccc2Cl)no1,-4%,-1,-7,-6,0%,1.6%,-10%,1,26
COc1ccc(C2=C/C(=C\c3ccccc3OC(C)=O)C(=O)O2)cc1,6%,-3,-10,2,-3%,-1.2%,-1%,54*,-1
O=C(O)CNC(=O)C1COc2ccccc2O1 (stereo not drawn),1%,-10,-12,6,1%,-0.5%,-3%,1,-2
CN1CCN(C(=O)c2ccccc2NC(=O)CCN2C(=O)c3ccccc3C2=O)CC1,-9%,-4,3,0,0%,0.0%,1%,3,1

# Sorted by the number under D1 antag (smallest number first): 3 from the list above.
Compound,Glioma ERSR ind,D1 antag,D1 PAM,D1 agonist,D2 potentiator
COc1ccc(C2=C/C(=C\c3ccccc3OC(C)=O)C(=O)O2)cc1,6%,-10,2,54*,-1
Cc1ccccc1/C=N/NC(=O)c1sccc1C,1%,0,7,1,-4
CN1CCN(C(=O)c2ccccc2NC(=O)CCN2C(=O)c3ccccc3C2=O)CC1,-9%,3,0,3,1

# Assay outcomes: PubChem, National Center for Advancing Translational Sciences (NCATS)
